Integrin act MD – activators of alpha7 integrin expression for muscular dystrophy; alpha7betagal myoblasts, beta-gal FDG fluorescence, 48 h; Potency, µM (top dose mostly 38.3 µM), for inactives: top-dose activation, actives largely listed as activators; 350,000 compounds, 0.064% hits; AID 624291;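 also: potency is read from the fitted curve at half-maximal effect; 100% = response of the positive control SU9516; nearly all actives have a fitted effect of over 60% in size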
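alpha7betagal+/- myoblasts (passage 13, 250/well) treated 48 h at 37C with compounds at 1:260 dilution of DMSO stock. Lysed, then beta-galactosidase activity read as FDG fluorescence (ex 480/em 540) after 30 min, with pre-read for autofluorescence.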
BCR signal inh – chronic active BCR signaling inhibition. 340,000 compounds, 0.05% hits. ABC-DLBCL IkBa-CBG/CBR reporter, luminescence ratio, 4 h. Potency, µM (top dose mostly 46.1 µM), for inactives: top-dose ratio change, negative = lower green/red ratio, actives largely listed as inhibitors; active = well fitted inhibition curve with a large enough effect in the signal ratio, with a control signal flat, not every such curve was filed as active; inconclusive = small, poorly fitted or top-dose-only effect, or effect the other way, or a change in a side signal; the % refers to the signal ratio;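 also: potency is read from the fitted curve at half-maximal effect; plate controls were basal doxycycline-induced cells for no effect and cells given 10 µM MG132 for full effect; MG132 reads +100%, hits lower the ratio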
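TMD8 human ABC-DLBCL cells with doxycycline-inducible IκBα–green luciferase fusion and unfused red luciferase, in 0.5% FBS medium; compounds up to 46 uM, 4 h at 37C. Green/red luminescence ratio, filter-overlap corrected, fitted to concentration-response curves.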
ASM inhibitor – blocks human secretory acid sphingomyelinase; placental ASM, HMU-PC fluorogenic substrate, 60 min; Potency, µM (titrated, usually from 57.5 µM), without a hit: at the highest dose activity change, negative = inhibition, usual class: inhibitors; 340,000 compounds, 0.006% hits; AID 504937; also: potency is read from the fitted curve at half-maximal effect
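qHTS format. ASM enzyme prepared from human placenta hydrolyses the fluorogenic substrate HMU-PC0 (9 uM final) over 60 min at 37 °C after a 10 min compound preincubation.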
Giardia killer – Giardia lamblia killing. AID 540267. 340,000 compounds, 0.15% hits. Giardia lamblia trophozoite viability. activity change, % at 7.66 µM, hits read low; in the data active = activity change below about -80%; inconclusive = between about -30% and that limit;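 also: parasites exposed to compound for two days anaerobically before the ATP read; % is scaled to controls: 0 for no effect and ±100 for the full control effect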
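Compounds were tested on trophozoites seeded at 100 cells/well and held 48 hrs at 37 deg C anaerobically. An ATP-based luminescent kit measured the remaining live cells.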
PTAP TSG101 blk – blocks PTAP/TSG101 interaction to inhibit HIV-1 budding; Q99816; Fluorescence polarization, FITC-PTAP peptide / Tsg101 binding; 340,000 tested, under 10 active; Potency, µM (highest dose often 115 µM), inactives show at the highest dose activity change, negative = inhibition, actives largely listed as inhibitors; active = well fitted inhibition curve with a large enough effect in the main read-out, with a control signal flat, not every such curve was filed as active; inconclusive = small, poorly fitted or top-dose-only effect, or effect the other way, or a change in a side signal; inactive = no such curve, though single readings can be large or run the other way; also: potency is read from the fitted curve at half-maximal effect; % of control where 0% means no effect
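Fluorescence anisotropy tracks displacement of a FITC-tagged PTAP peptide (50 nM) from the Tsg101 binding domain (10 uM), following a 20 min room-temperature incubation at pH 7.5.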
PKM2 activator – activators of human pyruvate kinase M2. purified PKM2, Kinase-Glo ATP luminescence, activation; response scale: 0% is enzyme alone, no compound. P14618. Potency, µM (highest dose often 57.5 µM), for the others: at the top dose activation, hits mostly activators. 260,000 compounds, 0.34% hits; also: potency is read from the fitted curve at half-maximal effect; % is scaled to controls: 0 for no effect and ±100 for the full control effect; nearly all actives have a fitted effect of over 55% in size
Target sequence (P14618 whole entry, looked up): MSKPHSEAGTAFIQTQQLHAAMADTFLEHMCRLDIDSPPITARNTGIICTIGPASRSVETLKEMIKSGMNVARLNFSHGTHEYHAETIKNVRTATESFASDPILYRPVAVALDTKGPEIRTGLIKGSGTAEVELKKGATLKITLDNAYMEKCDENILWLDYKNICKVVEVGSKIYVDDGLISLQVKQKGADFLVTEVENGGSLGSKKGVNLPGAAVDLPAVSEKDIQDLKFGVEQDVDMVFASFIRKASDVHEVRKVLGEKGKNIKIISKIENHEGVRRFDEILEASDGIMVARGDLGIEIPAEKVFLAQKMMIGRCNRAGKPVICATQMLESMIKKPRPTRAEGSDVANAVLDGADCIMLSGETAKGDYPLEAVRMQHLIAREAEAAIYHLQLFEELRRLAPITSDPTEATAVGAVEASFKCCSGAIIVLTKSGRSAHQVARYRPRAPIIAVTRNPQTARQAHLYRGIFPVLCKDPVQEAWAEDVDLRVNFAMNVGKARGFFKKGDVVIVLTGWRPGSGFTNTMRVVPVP
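Purified hPK-M2 (>95%) run at intermediate activity with 0.1 mM ADP and 0.5 mM PEP in 50 mM imidazole pH 7.2, KCl, MgCl2; 1 h room temperature. ATP formed read by Kinase-Glo luminescence; normalized to uninhibited and no-enzyme controls.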
B2AR arrestin – beta2AR (human) beta-arrestin recruitment activity. P07550. beta-arrestin recruitment to beta2AR, cell-based reporter. Potency, µM (doses to about 46.1 µM), for inactives: at the highest dose activation, actives largely listed as activators. 330,000 compounds, 0.02% hits. AID 492947;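 also: potency is read from the fitted curve at half-maximal effect; 0% = DMSO controls and full agonism = EC100 isoproterenol or metaproterenol; nearly all actives have a fitted effect of over 65% in size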
Tb PFK block – T. brucei PFK enzyme inhibition | Potency, µM (series often up to 57.5 µM), for inactives: top-dose activity, negative = inhibition, hits mostly inhibitors | 330,000 compounds, 0.17% hits | T. brucei PFK, ADP-Glo luminescence;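 also: potency is read from the fitted curve at half-maximal effect; 0% = uninhibited 1x PFK enzyme wells and -100% = no-enzyme wells; nearly all actives have a fitted effect of over 60% in size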
Target sequence (O15648 whole entry, looked up): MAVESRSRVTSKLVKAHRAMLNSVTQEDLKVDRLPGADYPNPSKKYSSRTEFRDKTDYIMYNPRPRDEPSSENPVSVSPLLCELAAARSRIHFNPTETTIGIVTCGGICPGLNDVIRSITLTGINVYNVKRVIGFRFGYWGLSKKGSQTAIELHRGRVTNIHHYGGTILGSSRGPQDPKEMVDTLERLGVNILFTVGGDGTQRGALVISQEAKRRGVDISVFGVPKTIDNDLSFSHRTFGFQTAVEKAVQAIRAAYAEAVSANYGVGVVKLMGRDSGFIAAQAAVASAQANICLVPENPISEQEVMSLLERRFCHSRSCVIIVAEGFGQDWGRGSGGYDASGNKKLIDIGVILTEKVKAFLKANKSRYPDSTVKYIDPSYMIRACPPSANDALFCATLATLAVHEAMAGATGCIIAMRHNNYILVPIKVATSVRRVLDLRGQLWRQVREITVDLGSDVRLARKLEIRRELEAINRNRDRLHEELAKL
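Compounds were pin-transferred as a titration series up to 57 uM into substrate buffer (0.5 mM F6P, 0.1 mM ATP, pH 8.0), then 1.25 nM PFK was added and reactions ran 45 min before ADP-Glo detection.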
GALK inh – blocks human galactokinase activity; P51570; Purified GALK, Kinase-Glo residual ATP luminescence; Potency, µM (top dose mostly 57.5 µM), for the others: top-dose activity change, negative = inhibition, usual class: inhibitors; 270,000 compounds, 0.007% hits; AID 1868; also: potency is read from the fitted curve at half-maximal effect; % is scaled to controls: 0 for no effect and ±100 for the full control effect
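Quantitative HTS: GALK 5 nM, ATP 35 uM, galactose 100 uM, 1 h room temperature, then luciferase-based ATP detection.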
Menin-MLL TR inh – inhibitors of human menin-MLL interaction, mutant MLL peptide; 270,000 compounds, 0.23% hits; Menin + Texas Red MLL mutant peptide, fluorescence polarization; O00255; Potency, µM (top dose mostly 61.6 µM), without a hit: at the top dose FP activity change, negative = inhibition, hits mostly inhibitors; active = well fitted inhibition curve with a large enough effect in the polarisation, with a control signal flat, not every such curve was filed as active; inconclusive = small, poorly fitted or top-dose-only effect, or effect the other way, or a change in a side signal; inactive = no such curve, though single readings can be large or run the other way; the % refers to the polarisation; also: potency is read from the fitted curve at half-maximal effect; % of control where 0% means no effect; many of its hits are not listed in these tables
FBPA coupling cs – coupling enzyme interference in Giardia aldolase counter-screen; coupling enzyme system counterscreen, AmpLite Red fluorescence; 290,000 compounds, 0.67% hits; AID 2472; activity change, negative = inhibition, % at 58.2 µM, hits read low; in the data active = activity change below about -30%; also: % is scaled to controls: 0 for no effect and ±100 for the full control effect
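Fluorescence at 525 nm excitation and 598 nm emission measured inhibition of the coupled detection system without aldolase. Compounds (at 57.5 uM final) were preincubated 10 min at room temperature with coupling enzyme reagent before a 20 min substrate/AmpLite Red step.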
* = called active by the depositor; [ ] = dose if it differs, or a comment. Unless noted, calls follow the shape of the dose curve; as a rule, active = well fitted curve in the direction sought with a large enough effect; inconclusive = small, poorly fitted or top-dose-only effect, or another doubt; inactive = no such curve, though single readings can be large; an effect the other way counts as inactive or inconclusive. Only part of the results is shown, so the mix of outcomes need not match the whole.

Screening CCn1c(SCC(=O)NC2=NCCS2)nnc1C(C)NC(=O)c1ccccc1Br (centres undefined) returned Integrin act MD -1.7%, BCR signal inh -0.2%, ASM inhibitor 1.8%, Giardia killer -11.7, PTAP TSG101 blk -6.4%, B2AR arrestin -0.3%, Tb PFK block 0.5%, GALK inh -2.4%, Menin-MLL TR inh 9.1% and FBPA coupling cs 3.3.
O=C(O)c1ccccc1C(=O)NCc1c(Cl)cccc1Sc1ccc(Cl)cc1 was read as Integrin act MD -2.8%, BCR signal inh inconclusive, ASM inhibitor 0.5%, Giardia killer -28.7, PTAP TSG101 blk -2.5%, B2AR arrestin -0.2%, Tb PFK block -12.2%, GALK inh 0.3%, Menin-MLL TR inh 6.2% and FBPA coupling cs 3.9.
CC(C)c1nnc(NC(=O)CCC(=O)NC2CCCc3ccccc32)s1 (centres undefined) was read as Integrin act MD 19.5%, BCR signal inh 0.0%, ASM inhibitor 5.1%, Giardia killer 1.2, PTAP TSG101 blk 1.1%, PKM2 activator -12.6%, B2AR arrestin -0.4%, Tb PFK block 3.4%, GALK inh 0.1%, Menin-MLL TR inh -0.6% and FBPA coupling cs 1.8.
C[C@H](NC(=O)CCCOc1ccc(Cl)cc1Cl)c1nnc2ccccn12 was read as Integrin act MD 9.6%, BCR signal inh 0.7%, ASM inhibitor 0.4%, Giardia killer 1.1, PTAP TSG101 blk -1.7%, B2AR arrestin 0.1%, Tb PFK block 0.3%, GALK inh 1.1%, Menin-MLL TR inh -8.3% and FBPA coupling cs 0.3.
`Cc1ccc2c(c1)N(CC(=O)NCc1cccnc1)C(=O)CO2` gave Integrin act MD 7.6%, BCR signal inh -6.3%, ASM inhibitor 8.3%, Giardia killer -1.8, PTAP TSG101 blk 0.4%, PKM2 activator -5.4%, B2AR arrestin -0.4%, Tb PFK block -4.6%, GALK inh -2.0%, Menin-MLL TR inh -11.1% and FBPA coupling cs 0.7.
`CCC(=O)Nc1c2c(nn1-c1cccc(Cl)c1)CS(=O)(=O)C2` gave Integrin act MD -13.1%, BCR signal inh -9.7%, ASM inhibitor 4.3%, Giardia killer -0.3, PTAP TSG101 blk -6.3%, PKM2 activator -7.7%, B2AR arrestin -1.4%, Tb PFK block -0.4%, GALK inh 0.0%, Menin-MLL TR inh -8.5% and FBPA coupling cs 0.5.
CCOC(=O)C(=O)c1c(C)cc2ccccn12 was read as Integrin act MD -11.1%, BCR signal inh inconclusive, ASM inhibitor -4.6%, Giardia killer -20.2, PTAP TSG101 blk -1.2%, PKM2 activator -2.4%, B2AR arrestin 0.2%, Tb PFK block 0.5%, GALK inh 10.3%, Menin-MLL TR inh -2.9% and FBPA coupling cs -13.4.
CC(=O)C1=C(NC(=O)c2ccc(C(F)(F)F)cc2)C[C@@H]2[C@H]1C2(C)C was read as Integrin act MD 12.6%, BCR signal inh 2.1%, ASM inhibitor -1.3%, Giardia killer 11.6, PTAP TSG101 blk 2.7%, PKM2 activator -13.3%, B2AR arrestin 0.2%, Tb PFK block 1.7%, GALK inh -1.2%, Menin-MLL TR inh -16.4% and FBPA coupling cs 0.3.
`O=[N+]([O-])c1c(N2CCN(CCO)CC2)nc2ccccn12` gave Integrin act MD -7.8%, BCR signal inh -0.6%, ASM inhibitor -2.2%, Giardia killer -7.8, PTAP TSG101 blk -3.9%, PKM2 activator -1.0%, B2AR arrestin -0.6%, Tb PFK block -12.7%, GALK inh 0.9%, Menin-MLL TR inh inconclusive and FBPA coupling cs -1.0.
Screening Cc1cc(NC(=O)CSc2nccn2-c2cccc(F)c2)no1 returned Integrin act MD 24.4%, BCR signal inh 4.3%, ASM inhibitor 4.3%, Giardia killer -1.0, PTAP TSG101 blk -6.2%, B2AR arrestin -0.2% and Tb PFK block -2.2%.
CC(C)(C)C(Cn1ccnc1)NC(=O)c1ccc2nc(C3CC3)oc2c1 (centres undefined) was read as Integrin act MD 9.1%, BCR signal inh inconclusive, ASM inhibitor 3.1%, Giardia killer 10.8, PTAP TSG101 blk -5.3%, PKM2 activator 1.9%, B2AR arrestin -0.2%, Tb PFK block 0.5% and GALK inh 0.1%.
CCCCNC(=O)Cn1c(-c2ccc(OC)cc2)noc1=O was read as Integrin act MD 7.7%, BCR signal inh 3.6%, ASM inhibitor 0.5%, Giardia killer -9.1, PTAP TSG101 blk -0.9%, PKM2 activator -6.2%, B2AR arrestin -0.8%, Tb PFK block -0.7%, GALK inh 1.9%, Menin-MLL TR inh 9.5% and FBPA coupling cs -0.4.
Screening COc1ccc(C(O)c2nccn2Cc2ccccc2)cc1OC (centres undefined) returned Integrin act MD -3.0%, BCR signal inh inconclusive, ASM inhibitor 1.7%, Giardia killer 4.3, PTAP TSG101 blk -8.0%, PKM2 activator 0.5%, B2AR arrestin 0.0%, Tb PFK block -2.1%, GALK inh -0.4%, Menin-MLL TR inh -17.4% and FBPA coupling cs -0.3.
For CCOC(=O)c1cc(CC)sc1NC(=O)c1cc(OC)c(OC)c(OC)c1 the results were Integrin act MD -13.5%, BCR signal inh 3.2%, ASM inhibitor 3.3%, Giardia killer inconclusive, PTAP TSG101 blk 0.8%, PKM2 activator -3.6%, B2AR arrestin 0.2%, Tb PFK block 3.2%, GALK inh -0.7%, Menin-MLL TR inh -1.5% and FBPA coupling cs 1.8.
`Cc1ccc(C(=O)O/N=C(/c2nonc2N)N(C)C)cc1` gave Integrin act MD 7.8%, BCR signal inh 2.1%, ASM inhibitor -0.4%, Giardia killer -15.4, PTAP TSG101 blk -0.8%, PKM2 activator 2.5%, B2AR arrestin 0.1%, Tb PFK block -2.4%, GALK inh -2.4%, Menin-MLL TR inh 13.8% and FBPA coupling cs 1.3.
For Cc1c(C(=O)OC(C)C)sc2nc[nH]c(=O)c12 the results were Integrin act MD -12.2%, BCR signal inh -7.6%, ASM inhibitor 3.2%, Giardia killer -3.7, PTAP TSG101 blk -9.4%, PKM2 activator -0.3%, B2AR arrestin -0.1%, Tb PFK block 2.8%, GALK inh 0.8%, Menin-MLL TR inh -5.7% and FBPA coupling cs 0.9.
`COc1cccc(Cn2cccc(NC(=O)Nc3ccc(C#N)cc3)c2=O)c1` gave Integrin act MD -14.8%, BCR signal inh inconclusive, ASM inhibitor -3.3%, Giardia killer 8.8, PTAP TSG101 blk -2.6%, PKM2 activator -1.2%, B2AR arrestin -1.1%, Tb PFK block 5.0%, GALK inh 0.3%, Menin-MLL TR inh inconclusive and FBPA coupling cs -3.0.
`COc1ccc(N(CC(=O)NCCSCc2ccco2)S(=O)(=O)c2ccccc2)cc1` gave Integrin act MD 24.0%, BCR signal inh 1.5%, ASM inhibitor -3.3%, Giardia killer 12.0, PTAP TSG101 blk 0.0%, PKM2 activator 6.2%, B2AR arrestin 0.4%, Tb PFK block -3.8%, GALK inh -2.4%, Menin-MLL TR inh 0.2% and FBPA coupling cs 0.2.
Screening C/C(=N\NC(=S)NCCc1ccccc1)c1ccc(O)cc1O returned Integrin act MD -27.2%, BCR signal inh inconclusive, ASM inhibitor -2.0%[11.5 µM], Giardia killer -2.0, PTAP TSG101 blk 0.0%, B2AR arrestin -0.6%, Tb PFK block 1.5%, GALK inh -0.3%, Menin-MLL TR inh inconclusive and FBPA coupling cs 3.0.
Screening N#Cc1ccccc1S(=O)(=O)N1CCN(C(=O)CCc2ccccc2)CC1 returned Integrin act MD 0.0%, BCR signal inh 4.0%, ASM inhibitor -1.4%, Giardia killer -4.1, PTAP TSG101 blk -3.5%, B2AR arrestin -3.4% and Tb PFK block -0.6%.
For O=S(=O)(NCCSc1nnc(-c2ccco2)n1-c1ccccc1)c1ccccc1 the results were Integrin act MD 6.5%[1.53 µM], BCR signal inh 2.8%, ASM inhibitor 0.1%, Giardia killer 11.6, PTAP TSG101 blk -3.1%, PKM2 activator 0.0%, B2AR arrestin 0.5%, Tb PFK block 2.0%, GALK inh 1.8%, Menin-MLL TR inh -14.6% and FBPA coupling cs 2.0.
`O=C(O)c1ccc(CN(c2ccccc2)S(=O)(=O)c2ccccc2)cc1` gave Integrin act MD -2.9%, BCR signal inh inconclusive, ASM inhibitor 1.5%, Giardia killer -1.4, PTAP TSG101 blk -1.6%, PKM2 activator -0.5%, B2AR arrestin -0.6%, Tb PFK block 2.0%, GALK inh 3.4%, Menin-MLL TR inh 3.2% and FBPA coupling cs 8.7.
`CCc1ccc(NC(=O)COC(=O)CCC2CCCC2)cc1` gave Integrin act MD -33.4%, BCR signal inh -2.3%, ASM inhibitor -5.4%, Giardia killer -6.0, PTAP TSG101 blk -4.3%, B2AR arrestin -0.2% and Tb PFK block -1.9%.

Screening data: PubChem, National Center for Advancing Translational Sciences (NCATS)
